DT40 TDP1 CPT – qHTS for Inhibitors of human tyrosyl-DNA phosphodiesterase 1 (TDP1): qHTS in cells in presence of CPT. 420,000 compounds, 12% hits. chicken DT40 Tdp1-/-;hTDP1 cells + 20 nM CPT, ATP luminescence, 48 h. AID 686979, 2013. Potency, µM (top dose mostly 46.2 µM), inactives show at the highest dose activity change, negative = growth inhibition, actives largely listed as inhibitors; further: nearly all actives have a fitted effect of over 55% in size
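Cell growth measured by CellTiter-Glo luminescence after a minimum 48 h, 37 C compound exposure with 20 nM CPT in Tdp1-knockout DT40 cells stably expressing hTDP1, seeded 400/well; qHTS titration format.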
GCN5L2 inh – qHTS Assay for Inhibitors of GCN5L2; 390,000 compounds, 0.21% hits; AID 504327, 2011; Potency, µM (titrated, usually from 58.9 µM), for the others: at the highest dose activity change, negative = inhibition, usual class: inhibitors; Histone acetyltransferase KAT2A (Homo sapiens), Q92830; GCN5L2 HAT assay, ThioGlo1 CoA-SH fluorescence
Target sequence (Q92830 whole entry, looked up): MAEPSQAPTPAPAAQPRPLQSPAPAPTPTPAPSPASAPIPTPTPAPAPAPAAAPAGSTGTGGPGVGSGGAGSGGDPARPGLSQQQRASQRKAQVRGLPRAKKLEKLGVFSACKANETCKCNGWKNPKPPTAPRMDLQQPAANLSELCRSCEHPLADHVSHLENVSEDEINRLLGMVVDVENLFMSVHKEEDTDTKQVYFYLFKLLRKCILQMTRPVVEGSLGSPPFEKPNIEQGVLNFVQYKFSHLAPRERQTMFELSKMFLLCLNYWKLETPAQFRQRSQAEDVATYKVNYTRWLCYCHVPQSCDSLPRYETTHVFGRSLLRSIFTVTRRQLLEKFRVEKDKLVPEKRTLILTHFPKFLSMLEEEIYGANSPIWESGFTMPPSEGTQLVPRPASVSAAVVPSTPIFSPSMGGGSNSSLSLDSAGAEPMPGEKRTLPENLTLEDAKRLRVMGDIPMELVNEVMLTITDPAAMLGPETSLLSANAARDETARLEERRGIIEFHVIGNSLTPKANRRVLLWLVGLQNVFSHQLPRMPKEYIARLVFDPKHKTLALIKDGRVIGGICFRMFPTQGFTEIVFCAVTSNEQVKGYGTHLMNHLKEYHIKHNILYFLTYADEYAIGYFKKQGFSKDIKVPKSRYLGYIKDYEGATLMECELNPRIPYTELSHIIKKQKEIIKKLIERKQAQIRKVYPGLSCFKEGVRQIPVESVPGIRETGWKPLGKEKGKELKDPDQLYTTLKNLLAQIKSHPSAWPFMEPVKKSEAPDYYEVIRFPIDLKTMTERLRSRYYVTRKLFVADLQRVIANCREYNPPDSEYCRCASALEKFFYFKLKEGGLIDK
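ThioGlo1-coupled HAT assay: 20nM GCN5L2, 70uM acetyl-CoA, 75uM H3(1-25) peptide, pH 7.5. Fluorescence read at 340/540nm at start and after 20 min at room temperature.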
DT40 TDP1 no CPT – qHTS for Inhibitors of human tyrosyl-DNA phosphodiesterase 1 (TDP1): qHTS in cells in absence of CPT | 420,000 compounds, 15% hits | DT40 Tdp1-/- hTDP1 cells, no CPT, ATP luminescence, 48 h | AID 686978, 2013 | Potency, µM (top dose mostly 46.2 µM), inactives show top-dose activity change, negative = growth inhibition, hits mostly inhibitors; further: nearly all actives have a fitted effect of over 55% in size
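Chicken DT40 Tdp1-/- cells complemented with human TDP1, screened without camptothecin (DMSO vehicle only), 400 cells/well. Compounds pin-transferred, cells incubated at 37 °C for at least 48 hr. Growth read as ATP-dependent luminescence (CellTiter-Glo, 30 min at RT).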
Numbers without * were called inactive; ? = inconclusive; · = not tested or not shown; & = joins results of further samples; [ ] = dose if it differs, or a comment. The call rests on the fitted dose curve; in most records, active means well fitted curve in the direction sought with a large enough effect; inconclusive means small, poorly fitted or top-dose-only effect, or another doubt; inactive means no such curve, though single readings can be large; an effect the other way counts as inactive or inconclusive. On the % scale 0 is the no-effect control and ±100 the full control effect; potency means the concentration at half of the fitted maximal effect. The list is partial (hit frequency here may not be typical).

Values run as follows: DT40 TDP1 CPT	GCN5L2 inh	DT40 TDP1 no CPT
- O=C(c1ccccc1F)N(Cc1ccc2c(c1)OCO2)Cc1cc2cc3c(cc2n2nnnc12)OCO3
    -7%	-10%	?
- COc1cccc(OCCOc2ccc(/C=C3/SC(=S)NC3=O)cc2)c1
    -8%	-3%	-5%
- CC(=O)c1c(C)n([O-])c2ccc(C)cc2[n+]1=O
    -25%	-6%	-19%
- Nc1ccc2c(c1)Nc1ccccc1CC2
    -1%	29%	5%
- Cc1[nH]n(-c2ccc(F)cc2)c(=O)c1/C=N/c1sc2c(c1C#N)CCCC2
    ?	?	?
- CN1C=C/C(=C\c2cc[n+](C)c3ccccc23)c2ccccc21
    0.21µM*	-6%	0.0082µM*
- O=C(Nc1cccc(F)c1)N1CCC2(CC1)CCN(C(=O)c1ccco1)CC2
    3%	-11%	?
- O=C(CC1C(=O)NCCN1Cc1ccc(F)cc1Cl)NC1CCCCCCC1 (stereo unspecified)
    -27%	-3%	-15%
- COc1ccc(CN2C(=O)CN(S(C)(=O)=O)CC2(C)C(=O)Nc2c(C)cccc2C)cc1OC (stereo unspecified)
    4%	·	4%
- CC(OC(=O)c1cccc(O)c1)C(=O)N(C)Cc1ccccc1 (stereo unspecified)
    -26%	-6%	-8%
- Cn1c(=O)c(=O)n(C)c2cc(S(=O)(=O)NCCN3CCN(c4ccccc4F)CC3)ccc21
    0%	-29%	-8%
- CCC1(C2CCN(C(=O)c3ccccc3C(C)=O)CC2)NC(=O)N(CCc2scnc2C)C1=O (stereo unspecified)
    8%	·	-11%
- O=C(COC(=O)c1cc(Cl)ccc1O)NC(=O)NCc1ccccc1
    -14%	-5%	18%
- O=C(CSc1nc2nc(-c3cccs3)cc(C(F)(F)F)c2c(=O)[nH]1)Nc1c(F)c(F)c(F)c(F)c1F
    ?	-26%	?
- CN1CCN(S(=O)(=O)c2ccc(NC(=O)c3ccccc3F)cc2)CC1
    1%	-2%	?
- CC1CN(S(=O)(=O)N2CCOCC2)CCN1S(=O)(=O)N1CCOCC1 (stereo unspecified)
    -16%	0%	-12%
- O=C(c1ccccc1)C1CCN(C(=O)C2CCC(=O)N(Cc3ccccc3F)C2)CC1 (stereo unspecified)
    16µM*	-4%	21µM*
- COc1ccc(C(=O)C(C)OC(=O)CNC(=O)c2ccco2)cc1 (stereo unspecified)
    1%	1%	5%
- COC(=O)CNC(=O)c1cccc(Cl)c1
    3%	-6%	5%
- Cc1ccc(CN2CCC(C(=O)NCCC(C)C)CC2)o1
    -19%	-8%	0%
- CC(/C=N/NC(=S)Nc1cccc(S(=O)(=O)N(C)C)c1)c1ccccc1 (stereo unspecified)
    ?	-1%	?
- CCOC(=O)C1(CCOc2ccccc2)CCN(Cc2ccc3c(c2)OCCO3)CC1
    ?	-2%	?
- COc1cc(CN2CCC(n3nccc3NC(=O)c3ccc4c(c3)OCO4)CC2)ccc1O
    6%	-3%	4%
- O=C1C2C3CCC(O3)C2C(=O)N1c1nccs1 (stereo unspecified)
    -4%	·	-11%
- NC(=O)Cn1c(=O)n(-c2ccccc2)c(=O)c2oc3ccccc3c21
    -9%	0%	-13%
- Cc1cccc(NC(=S)N(C)C2(c3ccccc3Cl)CCCCC2=O)c1 (stereo unspecified)
    -26%	-7%	-29%
- COc1cc2c(cc1OC)CN(C(=O)CSc1ccc(F)cc1)CC2
    ?	-1%	?
- COc1ccc(-c2c(=O)n(OCc3nc4ccccc4[nH]3)c3ccccc3[n+]2[O-])cc1
    0%	-13%	?
- O=C(Cc1cccc2ccccc12)Nc1cc(Cl)ccc1C(=O)O
    -20%	-5%	?
- CCNC(=O)C1(C)CCN(C(=O)c2ccc(F)c(Cl)c2)C1 (stereo unspecified)
    -2%	·	-17%
- O=C(O)c1ccccc1C(=O)Nc1ccccc1
    2%	-19%	-2%
- CC[C@H](NC(=O)/C=C/[C@H]1O[C@@H](n2cc(C)c(=O)[nH]c2=O)C[C@@H]1O)c1ccccc1
    4%	·	4%
- O=C(Cn1cc(COc2cc(F)cc(F)c2)nn1)c1ccc(O)cc1
    -27%	·	-10%
- C=Cn1cc[n+](CC(=O)c2cccs2)c1
    10%	4%	-13%
- COc1ccc(-c2noc(CC(=O)Nc3cc(OC)ccc3OC)n2)cc1
    23µM*	-10%	16µM*
- CCOc1ccccc1NC(=O)CSc1nnnn1C1CCCC1
    0%	0%	?
- O=C(Nc1cccc(Cl)c1)NC1CCCCC1
    -25%	-3%	-29%
- CCCCOc1ccc(C2CC(=O)NC2=O)cc1 (stereo unspecified)
    2%	-6%	-11%
- COc1ccc(/C=C(/CC(=O)Nc2ccccc2)c2nc3ccccc3s2)cc1
    -9%	0%	-17%
- CCC(c1nnnn1C(C)(C)C)N(Cc1cccs1)Cc1cc2cc(C)c(C)cc2n2nnnc12 (stereo unspecified)
    -14%	·	-17%
- O=C(NNS(=O)(=O)Cc1ccccc1)c1ccc([N+](=O)[O-])cc1
    -13%	-7%	-9%
- CC(C)C(NC(=O)c1ccccc1F)C(=O)NCCCn1ccnc1 (stereo unspecified)
    -3%	2%	-3%
- Cc1ccc(CN(C(=O)c2csnn2)C(C(=O)NC2CCCC2)c2ccc(C)o2)cc1 (stereo unspecified)
    -30%	-2%	?
- COC(=O)CC(C(=O)Nc1cc(C(=O)OC)cc(C(=O)OC)c1)N1CCN(C)CC1 (stereo unspecified)
    1%	·	8%
- Cc1cc(C)c(C(O)c2ncc(-c3ccccc3Cl)[nH]2)c(C)c1 (stereo unspecified)
    ?	·	?
- CCc1cccc(C)c1NC(=O)C1CCN(c2nn3c(=O)cc(C)nc3s2)CC1
    ?	-23%&-4%	15%&-6%
- Cc1ccc(S(=O)(=O)N(CC(=O)N2CCCC2)C2CCCCC2)cc1
    -29%	-8%	?
- Nc1nc(C23CC4CC(CC(C4)C2)C3)cs1
    -20%	-20%	-15%
- Cc1ccc(-c2ccc(CCC(=O)O)n2-c2cccc(C(=O)O)c2)cc1
    4%	1%	23%
- O=C(CSc1nc(-c2ccccc2)c(-c2ccccc2)o1)N1CCOCC1
    29µM*	-10%	16µM*
- CCCCC(CC)CNC(=O)Cc1ccc(-n2c(=O)[nH]c3ccccc3c2=O)cc1 (stereo unspecified)
    ?	-3%	?
- Cc1cc2c(cc1S(=O)(=O)N(C)CC(=O)Nc1ccc(C#N)cc1)OCC(=O)N2
    -2%	-9%	?
- CCOC(=O)Cc1csc(NC(=O)c2ccncc2)n1
    ?	23%	?
- Clc1ccc(N2COC3c4cccc5cccc(c45)C32)cc1 (stereo unspecified)
    -28%	-5%	?
- COc1ccc(NC(=O)C2CCCN(S(=O)(=O)c3ccc4c(c3)oc(=O)n4C)C2)c(OC)c1 (stereo unspecified)
    -27%&-28%	-1%&-6%	?
- CCCCN(CC)C(=O)/C=C/c1cccc([N+](=O)[O-])c1
    ?	-9%	?
- CCCS(=O)(=O)NC(=O)C1(C)CCCN(C(=O)c2ccccc2)C1 (stereo unspecified)
    -3%	·	-7%
- Cn1c(-c2ccc3c(c2)OCO3)cnc1NC(=O)CCC(=O)NCCc1ccccc1
    -11%	-5%	-24%
- COc1ccc(NC(=O)NNS(=O)(=O)c2cc(C)ccc2C)cc1OC
    7%	-17%	-5%
- O=C(NCCCn1ccnc1)c1ccco1
    -13%	-4%	-9%

Grouped by structure: the entries above containing an aryl thioether with sulfur outside any ring
Values run as follows: DT40 TDP1 CPT	GCN5L2 inh	DT40 TDP1 no CPT
- O=C(CSc1nc2nc(-c3cccs3)cc(C(F)(F)F)c2c(=O)[nH]1)Nc1c(F)c(F)c(F)c(F)c1F
    ?	-26%	?
- COc1cc2c(cc1OC)CN(C(=O)CSc1ccc(F)cc1)CC2
    ?	-1%	?
- CCOc1ccccc1NC(=O)CSc1nnnn1C1CCCC1
    0%	0%	?
- O=C(CSc1nc(-c2ccccc2)c(-c2ccccc2)o1)N1CCOCC1
    29µM*	-10%	16µM*

More compounds
Values run as follows: DT40 TDP1 CPT	GCN5L2 inh	DT40 TDP1 no CPT
- Cc1cc2ccccn2c1C(=O)c1nc(NCc2ccccc2)ncc1Cl
    ?	-23%	?
- Cc1ccnn1CC(=O)N/N=C/c1ccc([N+](=O)[O-])s1
    26µM*	-9%	23µM*
- Cc1ccc(Cl)cc1N1CCN(C(=O)c2nn(C)c3c2CS(=O)(=O)c2ccccc2-3)CC1
    21µM*	0%	12µM*
- Cc1ccc(NC(=O)CN(C)C(=O)c2ccc(NS(=O)(=O)c3ccc4[nH]c(=O)[nH]c4c3)cc2)cc1
    -3%	-5%	1%
- CC(C)[C@H](NC(=O)OCc1ccccc1)C(=O)N[C@@H](Cc1c[nH]c2ccccc12)C(=O)O
    3%	-1%	1%
- CCN(CC(=O)Nc1c(F)cccc1F)C(=O)Cc1ccc(S(=O)(=O)N2CCOCC2)s1
    2%	-9%	0%
- Cc1ccc2nc(-c3ccc(O)cc3)c(Nc3ccc4c(c3)OCCO4)n2c1
    ?	-3%&-8%	?
- CCC(C)NC(=O)CN(C1CCCCC1)S(C)(=O)=O (stereo unspecified)
    -7%	4%	-11%
- CCCn1c(=O)c2sccc2n2c(CCCC(=O)NC3CCCCC3)nnc12
    ?	-14%	?
- COC(=O)C(Cc1cnc(Cl)s1)(C(=O)OC)c1ccc([N+](=O)[O-])cc1
    -3%	-1%	?
- CCOc1ccc(N2CC(C(=O)NC3=NCCS3)CC2=O)cc1 (stereo unspecified)
    -18%	-5%	-6%
- C/C(CC(=O)Nc1cccnc1)=N/NC(=O)COc1ccc(Cl)cc1Br
    20%	2%	-5%
- Oc1ccc(CNC2CCCCC2)cc1
    -15%	-2%	-9%
- Cc1ccc(C)c(NC(=O)Cn2nnc(C(=O)NCc3ccco3)c2N)c1
    1.3µM*	-8%&-1%	1.2µM*
- O=C(Nc1cccc(C(=O)N2CCN(c3ccc(Cl)cc3)CC2)c1)c1nsc2ccccc12
    15µM*	-11%	10µM*
- Cc1ccc(C(=O)CC2(O)C(=O)N(C)c3ccc(Br)cc32)c(C)c1 (stereo unspecified)
    ?	-16%	-26%
- CC1CN(S(=O)(=O)c2cccc(C(=O)NNC(=O)C(C)Oc3ccccc3F)c2)CC(C)O1 (stereo unspecified)
    -1%	-22%	-15%
- O=S(=O)(NCCc1nnc2ccc(SCc3ccc(C(F)(F)F)cc3)nn12)c1ccccc1
    15µM*	-3%	?
- O=C(Nc1ccncc1)c1cc(-c2ccccn2)nc2ccc(Br)cc12
    17%	5%	3%
- CN(c1ccccc1C(=O)NC1CCCCC1)S(=O)(=O)c1ccccc1
    -29%	43%[activator]	-12%
- O=C1C=CC[C@H](/C=C/C[C@@H](O)C[C@H](O)CCc2ccccc2)O1
    ?	·	?
- Cc1[nH]c(C)c(S(=O)(=O)NCc2ccccc2Cl)c1C(=O)N1CCCC1
    -3%	1%	5%
- COc1ccc(Cc2nnc(SCC(=O)NC(C)c3ccccc3)o2)cc1 (stereo unspecified)
    -9%	-5%	0%
- COc1ccc(/C=C/C(=O)c2cccs2)c(OC)c1
    1.1µM*	?	2.4µM*
- Cc1c(Cl)cccc1NC(=O)CCC(=O)N/N=C/c1ccco1
    -12%	-4%	16%
- Cc1ccc(S(=O)(=O)N2CCCCC2)cc1C(=O)NC1CC(C)(C)NC(C)(C)C1
    28%	1%	4%
- Cc1nc(C(F)(F)F)nc(Nc2ccc(N=Nc3ccccc3)cc2)c1C#N
    -10%	-5%	-5%
- Cc1c(Cc2ccccc2)[n+](=O)c2ccccc2n1[O-]
    8%	·	4%
- CCCCC(CCC(=O)Nc1ccccc1C(=O)OCC)C(=O)O (stereo unspecified)
    -24%	-2%	-20%
- C[C@H]1CCCCO[C@H](CN(C)S(=O)(=O)c2cn(C)cn2)[C@@H](C)CN([C@@H](C)CO)C(=O)c2cc(NS(=O)(=O)c3ccccc3)ccc2O1
    8%	·	-3%
- COC(=O)NCC(c1ccco1)N1CCN(c2ccccc2)CC1 (stereo unspecified)
    -13%	-14%	27%
- Cc1ccc(CCNC(=O)Cn2ncc3c(=O)oc4ccccc4c32)cc1
    1%	0%	-17%
- O=C(CSc1nnnn1-c1ccccc1)c1cc2ccccc2oc1=O
    -6%	-4%	-4%
- Cc1ccc([N+](=O)[O-])cc1-c1ccc2cccc(C)c2n1
    ?	-24%	-27%
